PGE2 EP2 inh = blocks the human prostaglandin E2 receptor EP2. P43116. C6 glioma cells expressing human EP2, cAMP TR-FRET; cells stimulated with saturating PGE2. inhibition, % at 25 µM. 0.52% of 260,000 active. AID 1422;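 active = percent inhibition above 40 after rounding to a whole number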;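 note: rat C6 glioma host cells with rolipram phosphodiesterase inhibitor present; the protocol text gives 20 µM as final concentration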
Target sequence (P43116 whole entry, looked up): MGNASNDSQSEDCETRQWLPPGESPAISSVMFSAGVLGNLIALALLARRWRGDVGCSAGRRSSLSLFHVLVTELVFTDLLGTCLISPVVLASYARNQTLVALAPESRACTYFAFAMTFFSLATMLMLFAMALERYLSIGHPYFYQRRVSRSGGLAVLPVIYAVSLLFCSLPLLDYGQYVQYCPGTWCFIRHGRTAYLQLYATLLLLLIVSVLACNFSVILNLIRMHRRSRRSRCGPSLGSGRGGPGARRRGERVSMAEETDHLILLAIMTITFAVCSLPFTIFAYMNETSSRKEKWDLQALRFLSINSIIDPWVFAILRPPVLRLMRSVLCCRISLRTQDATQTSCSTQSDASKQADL
CHOP inh = inhibitors of CHOP induction in ER stress response | inhibition, % at 10 µM | 3.8% of 220,000 active | CHO-K1 CHOP-promoter luciferase, tunicamycin-induced, 15-18 h;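 active = compounds that reduced the stress-induced luciferase reporter signal by more than about 70% of percent inhibition, limit read from the data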;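 note: 0% = tunicamycin plus vehicle and 100% = wells without tunicamycin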
FXIIa inh 1536 = blocks human coagulation factor XIIa protease activity; 0.3% of 220,000 active; P00748; inhibition, % at 5 µM; purified FXIIa, Boc-QGR-AMC fluorogenic substrate, 2 h; in the data active = inhibition above about 40%;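 note: 0% = enzyme with no compound and 100% = blank without enzyme; many of its hits are not listed in these tables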
FXIa inh = factor XIa (human) inhibition; P03951; purified FXIa, Boc-Glu-Ala-Arg-AMC fluorogenic substrate; inhibition, % at 5 µM; 0.14% of 220,000 active; AID 798;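 active = inhibition of at least 40%; inactive = inhibition below 40%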;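 note: fluorescence of freed AMC excited at 355 nm; 0% = enzyme without compound and 100% = no enzyme blank; many of its hits are not listed in these tables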
PPC-1+TRAIL kill = PPC-1 cancer cell killing with TRAIL present | PPC-1 cells + TRAIL, ATPLite viability luminescence | cell killing (% activity), % at 4 µM | 0.41% of 220,000 active | AID 1443;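 active = cell killing above 50% in the first pass at 4 µM, then a duplicate retest at 5 µM averaging 50% or more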;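 note: plate controls were cells with TRAIL plus DMSO for no effect and medium-only wells lacking cells for full effect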
TbHK1 inh = T. brucei hexokinase 1 inhibition; 0.11% of 220,000 active; AID 1430; inhibition, % at 10 µM; recombinant TbHK1, G6PDH-coupled NADH A340;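 active = inhibition of 50% or more in the single-dose primary screen; inactive = inhibition below 50%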
L929 necroptosis = L929 zVAD cell death inhibition; L929 zVAD necroptosis rescue, ATP luminescence, 24 h; with zVAD 60 µM; 0.38% of 220,000 active; AID 1377; viability rescue, % at 10 µM;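 active = activation, scaled between plate controls, above about 75%, limit read from the data; inactive = activation under that limit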;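 note: 0% = zVAD with DMSO and 100% = DMSO alone without zVAD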
Wee1 stabilizer = blocks degradation of human Wee1 kinase; 1.2% of 220,000 active; reporter increase, % at 5 µM; HeLa Luc-Wee1K328M stability, luciferase luminescence; 100% = proteasome inhibitor MG132 effect;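 active = activation above the mean of all tested compounds plus 3 SD, set per screening run, cut at about 8.8% in these data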;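 note: cells exposed to compound for 20 h before luminescence read; 0% = DMSO alone and 100% = MG132 at 30 µM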
Target sequence (P30291 whole entry K328M): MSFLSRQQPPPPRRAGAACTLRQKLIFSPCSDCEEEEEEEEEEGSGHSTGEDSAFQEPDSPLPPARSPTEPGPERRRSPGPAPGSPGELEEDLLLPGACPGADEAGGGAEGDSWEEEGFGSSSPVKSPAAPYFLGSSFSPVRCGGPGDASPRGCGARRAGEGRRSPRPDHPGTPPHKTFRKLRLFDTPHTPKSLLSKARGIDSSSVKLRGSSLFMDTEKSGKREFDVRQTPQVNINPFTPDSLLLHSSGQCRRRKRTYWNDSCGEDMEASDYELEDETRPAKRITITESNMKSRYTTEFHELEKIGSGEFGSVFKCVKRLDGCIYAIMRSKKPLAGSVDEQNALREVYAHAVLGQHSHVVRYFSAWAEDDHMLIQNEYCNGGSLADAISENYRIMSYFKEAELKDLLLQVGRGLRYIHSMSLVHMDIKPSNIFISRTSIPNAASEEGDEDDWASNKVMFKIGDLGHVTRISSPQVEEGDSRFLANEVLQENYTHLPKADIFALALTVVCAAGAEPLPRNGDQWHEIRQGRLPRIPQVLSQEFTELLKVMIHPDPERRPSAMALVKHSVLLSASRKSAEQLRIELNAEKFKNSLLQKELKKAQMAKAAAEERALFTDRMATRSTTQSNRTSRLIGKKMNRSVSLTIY
TNF death inh = blocks TNF-alpha induced death of Jurkat FADD-/- cells; Jurkat FADD-/- TNF necroptosis rescue, ATP luminescence, 24 h; 0 = TNF only, 100 = no-TNF cells; activation (protection from cell death), % at 10 µM; 0.068% of 220,000 active; AID 463075;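 active = activation, meaning protection from cell death, of at least 50% relative to plate controls; inactive = activation below 50%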;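 note: necroptosis triggered by 40 ng/mL TNF-alpha added together with compound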
The depositor's hits bear a star; . = no result given; & = joins results of further samples. This is a subset (hit frequency here may not be typical).

Each structure is followed by: PGE2 EP2 inh | CHOP inh | FXIIa inh 1536 | FXIa inh | PPC-1+TRAIL kill | TbHK1 inh | L929 necroptosis | Wee1 stabilizer | TNF death inh
O=C1C2C3C=CC(C2C(=O)N1C1CCCCC1)C1C2C(=O)N(C4CCCCC4)C(=O)C2C31 (stereo not given)
 : 1 | -10 | 2 | -9 | 22 | 0 | -0.6 | -2 | 1.0
O=C(c1ccc(S(=O)(=O)N2CCOCC2)cc1)N(c1cccc(Cl)c1)C1C=CS(=O)(=O)C1 (stereo not given)
 : 4 | -24 | 11 | -3 | 14 | -9 | -0.6 | 0 | -0.6
COc1cc(C(C[N+](=O)[O-])c2c(-c3ccccc3)cc3ccccn23)cc(OC)c1OC (stereo not given)
 : . | -37 | 12 | 4 | 25 | -17 | -1.6 | 0 | -12
N#CCCn1c(C(C#N)(CCC#N)CCC#N)nc2ccccc21
 : 13 | 20 | 5 | 13 | 17 | 2 | 1.7 | 2 | 1.6
O=C(O)CSCC(=O)N1CCN(S(=O)(=O)c2cc(Cl)cc(Cl)c2)CC1
 : 5 | 2 | 8 | 1 | 22 | 2 | -0.1 | -1 | 2.7
O=C(/C=C/c1ccc(Cl)cc1Cl)N1CCc2ccccc21
 : 12 | 66 | 9 | 3 | 38 | -7 | 2.9 | 1 | 0.1
COC(=O)c1ccc(NC(=S)NC2CCc3ccccc32)cc1 (stereo not given)
 : -1 | 22 | 4 | -3 | -4 | 11 | 0.0 | 1 | 0.6
CC(C)=CC(=O)Nc1ccc(OCc2ccccc2)cc1
 : 5 | 28 | 2 | -2 | 16 | 1 | 7.8 | 0 | 2.3
Cc1cnc(NC(=O)c2cc3c(C)nn(Cc4ccccc4Cl)c3s2)s1
 : 14 | 104* | 0 | -2 | 12 | 16 | 1.5 | 2 | 0.6
CCOc1cc(C(=O)OCC(=O)Nc2c(C)cccc2C)ccc1OCC(=O)N1CCOCC1
 : 8 | 21 | 13 | 5 | 21 | -1 | 0.0 | 3 | 0.7
C/C(=N/NC(=O)C(O)(c1ccccc1)c1ccccc1)c1ccc([N+](=O)[O-])o1
 : 5 | 8 | 4 | -2 | 26 | -17 | 1.8 | -1 | -2.2
COc1ccc(CN=C2NC(=O)CC(C(=O)Nc3ccc([N+](=O)[O-])cc3C)S2)cc1 (stereo not given)
 : 8 | 19 | 6 | 2 | 2 | 27 | 0.4 | 1 | 1.7
C=CCOc1c(CNc2ccc(C(=O)O)cc2)cccc1OC
 : 3 | 22 | 16 | 11 | 27 | 5 | . | 1 | -0.4
Cc1noc(C)c1CSc1nc2sc(C)c(C)c2c(=O)n1C1CCCC1
 : 6 | -7 | 16 | 2 | -25 | 44 | 0.6 | 2 | 0.6
CCOC(=O)N1CCN(c2cc(=O)n(-c3ccc(Br)cc3)c(=O)[nH]2)CC1
 : 9 | 1 | 6 | -4 | 2 | -4 | 1.0 | -2 | 0.6
Cc1cccc2nc(-c3ccco3)c(Nc3ccccc3)n12
 : 6 | 20 | -1 | -3 | 20 | -11 | 1.0 | -3 | 0.5
Cc1c(Cl)cccc1NC(=O)c1ccc(OCC(=O)NCc2ccccc2)cc1
 : 11 | 14 | 4 | 2 | 1 | -2 | 0.9 | -1 | 0.2
COCCNC(=O)c1ccc(NS(=O)(=O)c2cc(C)ccc2C)cc1
 : 9 | 49 | 20 | 11 | 12 | -2 | -0.5 | -1 | 0.9
C=CCOc1ccc(Cl)cc1CNC1CCCC1
 : 5 | 29 | 4 | -3 | 38 | -2 | 0.4 | -3 | 2.0
CC(C)OC(=O)CSc1nc2ccccc2s1
 : 23 | 29 | 2 | -2 | 21 | 2 | 1.3 | 1 | 2.1
COc1cccc(NC(=O)CSC2=C(C#N)C(c3ccco3)C3=C(CCCC3=O)N2)c1 (stereo not given)
 : 16 | 22 | -6 | -5 | -21 | -8 | 0.8 | 10* | -5.6
CCC/C(=N/NC(=O)c1csc(C)c1C)c1ccc(Cl)s1
 : 7 | 30 | 14 | 3 | 18 | -14 | 0.5 | 2 | -0.5
CCSc1nc2c(c(=O)[nH]1)C(c1cccs1)C(C(=O)OC)=C(C)N2 (stereo not given)
 : 5 | -6 | 5 | 0 | -11 | -3 | . | -1 | -0.1
CC(NC(=O)Cn1nnc(-c2ccncc2)n1)c1ccccc1 (stereo not given)
 : 5 | 12 | 7 | -3 | 18 | -2 | 37 | 2 | -1.7
Cc1ccc2c(c1)N(Cc1cccc(Cl)c1)C(=O)c1cccnc1O2
 : 7 | 30 | 0 | 0 | 6 | -4 | 0.4 | 2 | 2.4
COc1c2c(nc3ccccc13)OC(C(C)(O)CO)C2 (stereo not given)
 : 8&10 | 4&34 | 9 | 0 | 3 | -8 | 0.0 | 0 | -1.3
O=C(C1CCCO1)N1CCN(c2ccc(F)cc2)CC1 (stereo not given)
 : 8 | -9 | 22 | 20 | 31 | 0 | -0.3 | 3 | -1.3
O=C1/C(=C/c2ccccc2)SC(=S)N1N1C(=O)C2CC2C1=O (stereo not given)
 : 3 | 63 | 4 | -1 | -17 | -4 | 2.8 | 0 | -0.6
CC(C)Cn1c([N+](=O)[O-])nc2c1c(=O)[nH]c(=O)n2C
 : 1 | -72 | 8 | -2 | 1 | -24 | -2.1 | 2 | 4.4
COc1ccc(Nc2cc(C)nc3ccccc23)cc1
 : 5 | 15 | 17 | 3 | 23 | -38 | 1.2 | 1 | 4.9
CCSc1ccc(-c2nn(-c3ccccc3)cc2/C=C(/C#N)C(=O)NC)cc1
 : 5 | -10 | -2 | 4 | 6 | -21 | 2.4 | -2 | 1.3
O=[N+]([O-])c1c(Nc2ccccc2O)ccc2nonc12
 : 8 | 8 | 10 | -3 | . | -9 | 1.8 | 4 | 0.8
CN(C)CCN(Cc1ccco1)C(=O)c1cc2c(Cl)nc3ccccc3c2s1
 : 21 | 56 | 4 | -4 | 27 | -2 | 54 | 5 | 8.9
COC(=O)c1cc(C(=O)OCC(=O)N(C)C2CCS(=O)(=O)C2)cc([N+](=O)[O-])c1 (stereo not given)
 : 10 | -3 | 11 | -5 | 31 | 1 | 3.4 | -1 | 0.0
COC(=O)CC1C(C(=O)OC)ON2OC(C(=O)OC)C(C(=O)OC)C12 (stereo not given)
 : 9 | -24 | 12 | 5 | -14 | -2 | . | 1 | 1.2
CCc1cc2c(SCC(=O)N3CC(=O)Nc4ccccc43)ncnc2s1
 : 11 | 45 | 7 | 14 | 13 | -4 | 0.2 | 3 | -2.3
Clc1ccc(CSc2nnc(/C=C/c3ccccc3)o2)cc1
 : 12 | 54 | 10 | -3 | 13 | -9 | 0.0 | 0 | -2.5
CCOC(=O)c1cc(C(C)(C)C)oc1CNC(=O)c1c(C)oc2c1CCCC2
 : 15 | 15 | 12 | 3 | 2 | 2 | 0.3 | 5 | -1.8
CCOC(=O)CSc1nnc(-c2ccc(NS(=O)(=O)c3ccc(C)cc3)cc2)o1
 : 13 | 37 | 24 | 19 | 24 | -6 | 0.5 | -2 | -1.9
CSc1ccccc1NC(=O)Cc1ccccc1[N+](=O)[O-]
 : 6 | -10 | 14 | 1 | -1 | -15 | -0.1 | -2 | 0.1

Further results follow:
Abbreviations – A = PGE2 EP2 inh; B = CHOP inh; C = FXIIa inh 1536; D = FXIa inh; E = PPC-1+TRAIL kill; F = TbHK1 inh; G = L929 necroptosis; H = Wee1 stabilizer; I = TNF death inh
Cc1cc2cc(CNC(=O)Nc3ccccc3)ccc2[nH]1
  A = 7	B = -14	C = 6	D = -4	E = 2	F = 1	G = 1.5	H = -3	I = 1.7

Cc1ccc2nc(C(=O)N3CCc4c([nH]c5ccccc45)C3c3ccccn3)cn2c1 (stereo not given)
  A = 12	B = 24	C = 5	D = -6	E = .	F = -16	G = 2.4	H = 5	I = -4.1

COC(=O)c1cc(NS(=O)(=O)c2ccc(N3CCC(C)CC3)c([N+](=O)[O-])c2)cc(C(=O)OC)c1
  A = 9	B = 64	C = 3	D = -1	E = 11	F = 5	G = 1.9	H = -1	I = 1.2

Cn1c(CCCOc2ccc(Cl)cc2Cl)n[nH]c1=S
  A = 9	B = 16	C = 4	D = -2	E = 9	F = 4	G = 1.7	H = -1	I = -1.5

CCOC(=O)CSc1ncnc2c(C(=O)OCC)c3n(c12)CCC3
  A = 3	B = 5	C = 19	D = 21	E = 13	F = 1	G = 0.5	H = -2	I = 1.1

COc1ccc(CC(NC(C)=O)C(=O)N2CCN(C(=O)N(C(C)C)C(C)C)CC2)cc1 (stereo not given)
  A = 4	B = -10	C = 7	D = 4	E = 9	F = 0	G = -0.3	H = -4	I = -1.5

FC(F)C(F)(F)C1=CC(c2cccs2)=NCCN1
  A = 9	B = -17	C = -8	D = 4	E = 21	F = -25	G = -0.4	H = 2	I = -1.1

CC1=NN(c2ccccc2)C(=O)C1/C=C1/NC(=S)NC1=O (stereo not given)
  A = 3	B = 17	C = 6	D = 0	E = -21	F = -27	G = 0.3	H = 1	I = 1.3

Cc1ccc(C(=O)Oc2ccccc2N2C(=O)C3CCC(C)CC3C2=O)cc1 (stereo not given)
  A = 6	B = -13	C = 3	D = 5	E = 17	F = -2	G = 0.1	H = 1	I = 8.1

CCOC(=O)/C=C1\Nc2ccccc2SC1=O
  A = 7	B = -5	C = -7	D = -2	E = 16	F = 17	G = -0.8	H = 2	I = -0.6

O=C(Cn1cc(C(F)(F)F)ccc1=O)N/N=C/c1cccc(Cl)c1Cl
  A = 8	B = 67	C = -4	D = -3	E = 30	F = 31	G = 0.4	H = 5	I = 1.4

COC(=O)c1cc(-c2ccc(Cl)cc2)n[nH]1
  A = 15	B = 3	C = 13	D = 1	E = 40	F = 4	G = 28	H = 4	I = -1.2

Cc1cccn2cc(-c3ccc(S(=O)(=O)N4CCOCC4)cc3)nc12
  A = 12	B = 71*	C = 1	D = -8	E = 8	F = -21	G = -0.8	H = 1	I = -0.2

C=CCn1c(SCc2nc3sc(C(=O)O)c(C)c3c(=O)[nH]2)nnc1-c1ccc(F)cc1
  A = 3	B = 2	C = 8	D = 3	E = 24	F = -2	G = 0.1	H = 1	I = -0.2

Cc1ccc(NC(=O)CCC(=O)NNC(=O)COc2ccccc2)cc1C
  A = 4	B = 23	C = 12	D = 6	E = 4	F = 2	G = 0.0	H = 4	I = 0.5

Cc1ccc2cc(CCNS(=O)(=O)c3ccc(F)cc3)c(=O)[nH]c2c1C
  A = 3	B = 21	C = 14	D = 3	E = 0	F = -23	G = 1.5	H = 2	I = 0.8

C=CCn1c(CNc2ccc(C)cc2)nnc1SCC(=O)N/N=C/c1ccc(O)cc1O
  A = 11	B = 32	C = 12	D = -3	E = 11	F = -2	G = 1.4	H = 0	I = -16

Some of the entries so far, with tabs:
Compound	PGE2 EP2 inh	CHOP inh	FXIIa inh 1536	FXIa inh	PPC-1+TRAIL kill	TbHK1 inh	L929 necroptosis	Wee1 stabilizer	TNF death inh
O=C(Cn1cc(C(F)(F)F)ccc1=O)N/N=C/c1cccc(Cl)c1Cl	8	67	-4	-3	30	31	0.4	5	1.4
COC(=O)c1cc(-c2ccc(Cl)cc2)n[nH]1	15	3	13	1	40	4	28	4	-1.2
Cc1cccn2cc(-c3ccc(S(=O)(=O)N4CCOCC4)cc3)nc12	12	71*	1	-8	8	-21	-0.8	1	-0.2
C=CCn1c(SCc2nc3sc(C(=O)O)c(C)c3c(=O)[nH]2)nnc1-c1ccc(F)cc1	3	2	8	3	24	-2	0.1	1	-0.2
Cc1ccc(NC(=O)CCC(=O)NNC(=O)COc2ccccc2)cc1C	4	23	12	6	4	2	0.0	4	0.5
Cc1ccc2cc(CCNS(=O)(=O)c3ccc(F)cc3)c(=O)[nH]c2c1C	3	21	14	3	0	-23	1.5	2	0.8
C=CCn1c(CNc2ccc(C)cc2)nnc1SCC(=O)N/N=C/c1ccc(O)cc1O	11	32	12	-3	11	-2	1.4	0	-16

Screening data deposited in PubChem BioAssay by several laboratories.
